hgDAF-12 ag – hgDAF-12 agonism, primary luciferase screen; HEK293 GAL4-hgDAF12 UAS-luciferase reporter, agonist luminescence; normalized to butyrate control; activation, % at 6.8 µM; 370,000 compounds, 1.8% hits;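 active = activation above a cutoff set at the mean of all screened compounds plus 3 SD, cut at about 10% in these data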;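 note: 0% = DMSO wells and 100% = sodium butyrate wells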
DAX1 inh-1 – DAX1 (NR0B1) inhibition, primary screen. HEK293T StAR-luciferase reporter, SF-1/DAX-1 repression relief. inhibition, % at 6.8 µM. 370,000 compounds, 1.1% hits. AID 652010;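 active = inhibition above the mean over all tested compounds plus 3 SD, cut at about 3.6% in these data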;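 note: 0% = DAX-1 cells with DMSO and 100% = cells lacking DAX-1 with DMSO; higher inhibition means more luminescence from relief of DAX-1 repression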
ssDAF12 agonist – activates DAF-12 receptor from parasite S. stercoralis. HEK293 ssDAF-12/GRIP1 lit1-tk-luc reporter, luminescence; % of 3 µM dafachronic acid response. activation, % at 6.8 µM. 370,000 compounds, 1% hits. AID 652126;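 active = activation above the mean over all tested compounds plus 3 SD, cut at about 0.9% in these data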;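 note: 0% = DMSO-only wells and 100% = 3 µM delta7-dafachronic acid wells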
sPLA2-III inh – Inhibits HGIII-sPLA2 liposome hydrolysis, primary screen; Q9NZ20; QFRET BODIPY PC-A2 liposome hydrolysis, fluorescence; inhibition, % at 12.2 µM; 370,000 compounds, 0.56% hits;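 active = inhibition above mean plus 3 SD of compounds lying within the high and low control bounds, cut at about 19% in these data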;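 note: 0% = median of test compound wells and 100% = no enzyme DMSO wells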
SMARCA2 activ – increases SMARCA2 function in MMTV reporter cells. MG213 cells, MMTV-luciferase reporter, dexamethasone, overnight. activation, % at 9.1 µM. 370,000 compounds, 1% hits. AID 652017; in the data active = activation above about 7.8%;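 note: 0% = vehicle wells and 100% = reference activator wells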
DAX1 inh-2 – inhibitors of human orphan nuclear receptor DAX1 (NR0B1). AID 504766. P51843. inhibition, % at 6.75 µM. HEK293 Gal4-DAX1 luciferase reporter, luminescence. 340,000 compounds, 0.99% hits;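 active = inhibition above the mean over all tested compounds plus 3 SD, cut at about 4.2% in these data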;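 note: 0% = DAX1-transfected cells with DMSO and 100% = empty-vector control cells with DMSO; inhibition shows as a rise in luminescence from relieved DAX1 repression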
GAA850 FXN act – activators of GAA850 frataxin (FXN) promoter | HEK293 lucGAA850 FXN promoter luciferase reporter, 24 h; percent of 10 µM SAHA response | activation, % at 6 µM | 360,000 compounds, 0.56% hits | AID 540364;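 active = activation above the average of all compounds screened plus 3 SD, cutoff fixed separately per campaign, cut at about 7.5% in these data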;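 note: 0% = DMSO wells and 100% = 10 µM SAHA wells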
KLK7 zymogen act – activates the human kallikrein-7 zymogen. 370,000 compounds, 0.9% hits. AID 652039. activation, % at 7 µM. purified proKLK7, EDANS-DABCYL substrate fluorescence; 100% is mature enzyme control, 0% vehicle;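 active = activation above the mean of all tested compounds plus 3 SD, computed per campaign excluding outliers beyond control limits, cut at about 13% in these data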
GC-A act – GC-A (human) enzyme activation | P16066 | HEK293 GC-A cells, cGMP TR-FRET, EC30 ANP; 0% at EC30 ANP, 100% saturating ANP | activation, % at 10 µM | 370,000 compounds, 0.14% hits | AID 1671463; in the data active = activation above about 40%
NPR2 activator – GC-B (human) receptor activation; HEK293-GC-B cells, CNP EC30, cGMP TR-FRET; 0% at EC30 CNP, 100% saturating CNP; activation, % at 10 µM; 370,000 compounds, 0.11% hits;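 active = activation at 10 µM reaching about 35% in either raw or pattern-adjusted values, limit read from the data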
Target sequence (P20594 whole entry, looked up): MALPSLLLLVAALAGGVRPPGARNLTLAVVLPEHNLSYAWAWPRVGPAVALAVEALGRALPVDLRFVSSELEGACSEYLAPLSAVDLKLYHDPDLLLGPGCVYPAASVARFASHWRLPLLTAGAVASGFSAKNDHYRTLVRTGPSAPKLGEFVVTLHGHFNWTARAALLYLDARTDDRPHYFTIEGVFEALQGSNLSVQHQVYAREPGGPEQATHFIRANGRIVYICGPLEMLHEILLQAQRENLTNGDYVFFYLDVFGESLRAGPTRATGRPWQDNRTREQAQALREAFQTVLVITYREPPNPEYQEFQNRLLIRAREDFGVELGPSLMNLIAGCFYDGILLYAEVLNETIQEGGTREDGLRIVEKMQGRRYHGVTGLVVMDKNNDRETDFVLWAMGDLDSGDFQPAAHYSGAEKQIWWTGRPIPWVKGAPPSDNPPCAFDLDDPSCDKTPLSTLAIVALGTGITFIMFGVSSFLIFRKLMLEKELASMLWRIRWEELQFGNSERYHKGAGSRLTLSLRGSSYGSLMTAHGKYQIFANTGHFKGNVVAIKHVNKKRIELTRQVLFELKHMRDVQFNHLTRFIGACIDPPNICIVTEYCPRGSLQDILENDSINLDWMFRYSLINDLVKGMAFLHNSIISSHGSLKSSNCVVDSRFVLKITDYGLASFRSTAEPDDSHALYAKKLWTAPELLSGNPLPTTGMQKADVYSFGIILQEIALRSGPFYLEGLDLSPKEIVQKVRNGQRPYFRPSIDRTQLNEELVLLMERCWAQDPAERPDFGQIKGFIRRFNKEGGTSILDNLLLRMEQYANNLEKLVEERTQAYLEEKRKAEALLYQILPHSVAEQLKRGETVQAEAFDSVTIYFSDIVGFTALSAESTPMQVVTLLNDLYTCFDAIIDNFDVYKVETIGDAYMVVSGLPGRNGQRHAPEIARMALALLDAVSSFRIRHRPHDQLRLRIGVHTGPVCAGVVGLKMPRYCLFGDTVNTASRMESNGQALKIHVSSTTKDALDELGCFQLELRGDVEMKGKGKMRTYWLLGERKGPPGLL
hcDAF12 agonist – activators of H. contortus DAF-12 nuclear receptor | AID 652067 | 370,000 compounds, 1.4% hits | activation, % at 6.8 µM | HEK293 hcDAF-12 lit1-tk-luc reporter, luminescence; 0% DMSO, 100% Δ7-dafachronic acid;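 active = activation above the mean of all tested compounds plus 3 SD, cut at about 5.5% in these data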;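 note: 100% = response to 3 µM Δ7-dafachronic acid high control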
* marks the source's active call; other numbers are inactive results; . = no result given. Hits appear at their usual frequency. About 6.7% of those tested had a hit in this group.

SMILES	hgDAF-12 ag	DAX1 inh-1	ssDAF12 agonist	sPLA2-III inh	SMARCA2 activ	DAX1 inh-2	GAA850 FXN act	KLK7 zymogen act	GC-A act	NPR2 activator	hcDAF12 agonist
CCN(c1cc(C)cc(C)c1)S(=O)(=O)c1nnc(NC(=O)C(C)C)s1	1.0	0.2	-1.6	-5	0	0.2	-0.2	0.0	-2	3	-0.6
O=C(Nc1ccccc1)OC1CCS(=O)(=O)C1 (stereo not given)	0.8	1.0	-1.3	5	-1	-1.5	-1.8	-0.6	2	2	1.3
CCN(CC)CCCNC(=O)c1oc2ccc3c(c2c1C)C(O)CC(C)(C)O3 (stereo not given)	5.0	-0.1	-0.8	5	1	2.7	1.8	1.9	6	1	0.2
CCCP(=O)(CCC)CCP(=O)(c1ccccc1)c1ccccc1	-3.7	0.1	-0.2	20*	-3	0.0	-0.1	-0.1	-1	-9	-0.1
COc1cc2oc(=O)cc(CN3CCN(c4ccc(Cl)c(Cl)c4)CC3)c2cc1Cl	0.1	-3.0	-0.6	-3	2	.	.	-0.5	4	1	-1.1
Cc1ccc(O)c(C(=O)c2cnc3c(c2)CN(C)C(=O)N3)c1	9.6	-1.3	-2.3	4	1	0.1	-7.9	-0.3	1	-1	1.5
COc1ccc(CC(=O)OCC(=O)N2CCCC(C)C2)cc1 (stereo not given)	2.5	0.2	-1.5	-2	-2	-0.7	3.2	-0.4	0	-4	-1.6
CSc1nc2c(ccc3ccccc32)o1	4.0	0.1	-0.4	2	-3	-0.3	0.2	-1.1	-1	-4	-1.3
O=C(NC1CCCCC1)c1ccc2c(c1)S(=O)(=O)c1ccccc1C2=O	1.6	0.1	-1.4	10	1	5.0*	2.8	1.2	5	4	-1.4
Cc1cc2nsnc2c(S(=O)(=O)N2CCN(C)CC2)c1C	-2.9	0.2	-0.7	4	-2	-0.1	-0.1	-0.4	2	2	0.0
O=C(C1CCC(CNc2c(N3CCCC3)c(=O)c2=O)CC1)N1CCc2ccccc21 (stereo not given)	-1.0	0.1	-0.2	0	0	-0.9	0.0	0.3	-8	-4	3.6
Cc1onc(-c2ccccc2)c1C(=O)NCC1CCN(C(=O)c2c(-c3ccccc3)noc2C)CC1	-1.5	-0.6	-1.0	-7	-1	0.1	0.2	0.4	-1	-6	-0.5
Cc1ccc(CN2CCN(C3CSCCSC3)CC2CCO)cc1 (stereo not given)	3.5	0.0	-1.4	0	-4	1.3	-0.3	0.5	-2	1	2.4
O=c1c2ccccc2n2c(-c3ccc(C(F)(F)F)cc3)nnc2n1Cc1ccccc1	-0.3	-0.6	-0.3	6	2	-0.2	3.3	-0.1	5	8	-2.7
CC(C)(C)NC(=O)N1CCCC(C(=O)c2cccc(Cl)c2)C1 (stereo not given)	1.7	0.1	-1.5	2	1	0.1	1.5	0.8	3	4	0.3
COc1ccc(CN2CCN(Cc3ccc(C)cc3)CC2)c(OC)c1	-4.0	-0.2	-1.4	-4	-2	2.1	-1.2	0.1	-5	2	-0.8
Cn1c(-c2cccc(Br)c2)cnc1NCc1ccccc1O	-0.7	0.8	-0.9	2	-1	0.1	0.8	0.0	-2	-4	-0.8
CN(C(=O)COC(=O)c1ccc2c(c1)OCO2)C1CCS(=O)(=O)C1 (stereo not given)	-0.5	0.0	-1.3	10	0	1.2	0.8	-0.1	6	2	-0.2
CC(=O)c1[nH]c(C)c(C(=O)N2CCCC(Nc3cccc(F)c3)C2)c1C (stereo not given)	-0.9	0.1	-0.3	7	-1	0.8	0.5	-0.3	-4	-1	-1.1
O=C(Nc1ccc(F)c(F)c1)C1=COCCO1	1.5	-0.5	-1.2	2	1	1.5	3.4	0.0	6	0	0.4

Filtered by structure, those above containing a Cl atom (2)
SMILES	hgDAF-12 ag	DAX1 inh-1	ssDAF12 agonist	sPLA2-III inh	SMARCA2 activ	DAX1 inh-2	GAA850 FXN act	KLK7 zymogen act	GC-A act	NPR2 activator	hcDAF12 agonist
COc1cc2oc(=O)cc(CN3CCN(c4ccc(Cl)c(Cl)c4)CC3)c2cc1Cl	0.1	-3.0	-0.6	-3	2	.	.	-0.5	4	1	-1.1
CC(C)(C)NC(=O)N1CCCC(C(=O)c2cccc(Cl)c2)C1 (stereo not given)	1.7	0.1	-1.5	2	1	0.1	1.5	0.8	3	4	0.3

(more compounds)
SMILES	hgDAF-12 ag	DAX1 inh-1	ssDAF12 agonist	sPLA2-III inh	SMARCA2 activ	DAX1 inh-2	GAA850 FXN act	KLK7 zymogen act	GC-A act	NPR2 activator	hcDAF12 agonist
COc1c(C)cc(C(=O)C2CCCN(C(=O)c3cc(C4CC4)[nH]n3)C2)cc1C (stereo not given)	0.7	-2.0	-1.3	0	-1	-0.1	0.1	0.2	-3	-6	-0.3
COc1ccc(C2C(C(=O)Nc3ccc(F)cc3F)CCC(=O)N2c2ccc(OC)cc2)cc1 (stereo not given)	2.1	-0.7	-0.3	-6	3	.	.	-0.2	-3	-1	-1.0
Cc1cccc2c1-c1sc(C(=O)N3CCCCC3)cc1CO2	7.2	5.3*	0.1	-12	1	3.4	6.4	-21	4	2	2.7
CCOC(=O)N1CCC(N2Cc3cccc(C(=O)Nc4c(C)cccc4CC)c3C2=O)CC1	-3.4	-0.7	-1.2	-5	-2	-0.3	-1.0	-0.1	1	-3	-2.4
CC1=C(C(=O)N(C)C)CC(CC(=O)NC(c2ccccc2)c2ccccc2)C(=O)N1Cc1ccccc1 (stereo not given)	-0.8	0.9	-0.3	10	-2	-0.2	-1.4	0.1	3	1	-0.4
COc1ccc(NC(=O)NNC(=O)C(C)Oc2ccc3ccccc3c2)cc1 (stereo not given)	-0.2	-0.6	-1.3	-23	1	0.1	-0.1	-0.5	1	7	-1.1
O=C(CN1C(=O)NC(c2ccccc2)(c2ccccc2)C1=O)Nc1ccc(N2CCOCC2)cc1	-2.9	-0.5	-1.2	-13	1	0.9	-1.7	-0.1	-2	-1	1.1
COc1cc(C(=O)OC(C)C(=O)Nc2ccc3c(c2)OCCO3)cc(OC)c1OC (stereo not given)	-4.1	-2.4	-1.1	4	-4	0.3	0.6	0.8	0	-1	-1.4
Cc1cc(=O)n2[nH]c(-c3ccc(F)cc3)nc2n1	1.7	0.6	-0.4	2	-4	-0.7	-1.1	-0.1	0	-2	2.0
Cc1ccsc1/C=N/Nc1ccc(C(=O)O)cc1	2.4	0.8	0.3	-4	-3	-5.2	-4.1	0.4	5	-3	6.4*
CCCCNC(=O)C1C(c2ccc(C(F)(F)F)cc2)=Nc2ccccc2N1C(C)=O (stereo not given)	0.8	1.3	-0.2	6	-4	.	.	-0.6	0	3	1.4
O=C(Nc1ccsc1C(=O)N1CCCC1)c1ccccc1	-0.5	-0.5	-0.8	3	-1	0.4	0.0	0.0	-1	-6	-0.4
CCCCN(CC)C(=O)Cn1ncc2c1-c1cc(C)ccc1OC2	0.0	-0.2	-1.6	-1	2	1.5	0.2	0.2	-8	-2	1.8
CCn1c(SCC(=O)N2CCCC2)nnc1-c1ccc(S(=O)(=O)N2CCCCCC2)cc1	-1.1	-0.8	-1.4	4	4	-0.2	-1.3	-1.0	0	3	-0.3
Cc1cc(C)n(-c2ccc(Cl)c(C(=O)Nc3ccc(-c4nnc5n4CCCCC5)cc3)n2)n1	1.0	-0.6	-1.8	-8	-2	-1.1	0.6	-17	7	3	-2.0
NN(CCO)C(=S)Nc1ccc(Cl)cc1	3.2	0.4	-1.8	3	-2	0.4	2.3	0.1	2	5	-0.7
O=C(NCCCCC(NC(=O)C1CCCCC1)C(=O)O)c1ccccc1 (stereo not given)	-1.5	0.9	-0.8	3	0	0.6	-0.6	-0.7	4	-3	0.5
CCOC(=O)C1(CCCc2ccccc2)CCN(Cc2ccn[nH]2)CC1	-2.2	-0.4	-1.5	-7	-1	-0.8	-1.1	-0.2	-4	2	-0.8
CC(C(=O)Nc1ccon1)N1C(=O)c2ccccc2S1(=O)=O (stereo not given)	-1.1	0.3	-0.7	-2	0	2.3	-1.3	-0.6	2	1	0.6
Cc1ccc(CNC(=O)CCc2ccccc2)cc1	-0.5	-0.1	0.2	7	2	0.3	0.5	0.5	-1	9	2.1
CCN(CC)C1CCS(=O)(=O)C1 (stereo not given)	-2.0	-0.3	-1.1	5	-1	0.5	2.9	0.3	1	2	-0.9
O=C(Nc1ccc(F)cc1F)c1ccc2c(c1)[nH]c(=O)n2Cc1ccc(F)cc1	-3.2	-1.1	-1.7	-7	0	-1.7	-1.1	0.4	6	4	-2.2
COCCCNC(=O)C1CCCN(S(=O)(=O)c2ccc(C)cc2)C1 (stereo not given)	0.0	-0.2	-1.3	8	-3	-0.5	-0.8	0.2	6	0	0.7
O=C(Nc1cc(S(=O)(=O)N2CCOCC2)ccc1N1CCCC1)c1cc(F)c(F)cc1Cl	1.5	-0.1	-0.7	6	-2	0.2	-2.3	0.8	-2	-5	-0.6
CCc1sc(C(=O)NCCc2ccc(S(N)(=O)=O)cc2)cc1C	0.9	-0.6	-1.0	-1	-3	-1.3	-1.0	-0.2	0	-2	-3.5
CCOc1ccc(/C=N/NC(=O)C(C)N(c2ccc(OC)cc2)S(C)(=O)=O)cc1OCC (stereo not given)	-3.5	-0.5	-1.4	-6	-1	-1.3	1.7	-0.4	6	-4	-1.2
Cc1ccc(N2C(=O)CC(Sc3ccccc3C(=O)O)C2=O)cc1 (stereo not given)	3.2	-0.4	-0.5	8	1	0.0	2.1	-1.4	1	1	1.7
CCCc1nn(C)c(C(=O)Nc2cccc(C)c2)c1Cl	-0.8	0.5	-1.2	5	2	0.4	3.5	0.1	5	-1	-0.4
O=C(CC(SCc1ccco1)c1ccc(O)cc1)c1cccs1 (stereo not given)	7.8	1.5	-0.8	-25	5	0.7	3.0	25*	5	1	1.1
CC(=O)c1ccc(-c2ccccc2OC(F)(F)F)o1	1.5	0.1	-0.9	-3	2	0.8	-1.3	0.1	-6	-11	3.6
CCOC(=O)c1ccccc1NC(=O)c1cncc(Br)c1	-0.7	-0.3	-1.0	-1	1	-0.3	1.6	0.4	-2	-6	0.8
CCCCn1c(N)c(N(CCOC)C(=O)c2ccc(Br)s2)c(=O)[nH]c1=O	-1.6	0.0	-0.6	-2	0	1.5	-0.8	0.6	2	-2	-1.4
Cc1ccc(S(=O)(=O)NC[C@@H]2C[C@H](c3ccccc3)ON2S(=O)(=O)c2ccc(C)cc2)cc1	0.1	.	-1.1	-22	.	.	.	.	0	-3	-0.8
COc1ccc(N2CC(O)=C(c3nc4ccccc4s3)C2=N)c(OC)c1	0.0	-0.1	-1.7	-3	0	-1.8	1.1	-0.5	-3	-4	1.8
CSc1ncccc1C(=O)OCC(=O)Nc1ccc(N2CCOCC2)cc1	-0.5	-0.6	-1.1	-3	-2	0.5	0.5	0.3	-2	-3	-1.0
COc1ccccc1CCC(=O)OCC(=O)Nc1ccc(C(N)=O)cc1	-0.3	0.9	-1.5	1	-2	-0.3	-1.3	-0.4	1	2	1.5
CC(=O)/C(=C/N(C)C)C(=O)Nc1ccc(Cl)cc1Cl	4.6	-0.3	-1.1	-8	0	-0.4	-0.1	0.6	-2	-3	0.3

Bioassay records deposited in PubChem BioAssay by several laboratories.
